TbPYK inhibitor – qHTS of Trypanosoma Brucei Inhibitors | pyruvate kinase (Trypanosoma brucei), Q57TT1 | TbPYK enzyme, Kinase-Glo Plus ATP luminescence, 45 min | Potency, µM (series often up to 76.8 µM), inactives show at the top dose activity, negative = inhibition, actives largely listed as inhibitors | 410,000 tested, 0.12% active | AID 624173, 2012; note: potency is the fitted concentration of half-maximal effect; % is set by controls: 0 for no effect and ±100 for the full control effect; nearly all actives have a fitted effect of over 50% in size
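Activity of T. brucei pyruvate kinase was followed by Kinase-Glo Plus luminescence after the enzyme reacted 45 min at room temperature with 130 uM ADP (final) and substrate. Test compounds were added before ADP at multiple concentrations.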
Pf growth 96h – Primary qHTS for delayed death inhibitors of the malarial parasite plastid, 96 hour incubation; Potency, µM (series often up to 28.7 µM), for inactives: at the top dose activity change, negative = inhibition, most hits filed as inhibitors; 320,000 tested, 6.9% active; P. falciparum luciferase reporter growth, 96 h; AID 504834, 2011; note: potency is the fitted concentration of half-maximal effect; % is set by controls: 0 for no effect and ±100 for the full control effect
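Luminescence readout: decreased luciferase signal marks inhibited growth of reporter-expressing P. falciparum in infected red cells (2% hematocrit, 0.05% parasitemia final), exposed to compound two generations (96 h, 37 C, 5% CO2).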
AMA1-RON2 inh – qHTS for Inhibitors of AMA1-RON; Towards Development of Antimalarial Drug Lead: Primary Screen; 360,000 tested, 0.2% active; AID 720542, 2013; Potency, µM (series often up to 58.2 µM), without a hit: at the top dose activity change, negative = inhibition, most hits filed as inhibitors; AlphaScreen AMA1-biotinylated RON2 peptide binding;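 note: potency is the fitted concentration of half-maximal effect; 0% = vehicle wells and -100% = peptide control; nearly all actives have a fitted effect of over 45% in size; some results filed as inactive show a strong effect at the top dose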
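AMA1 (3D7) with his tag at 25 nM final met compounds first, then biotinylated RON2 peptide at 25 nM; detection used donor plus acceptor beads, 10 µg/mL apiece, read by AlphaScreen after 30 min at room temperature.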
Shiga toxin inh – A qHTS for Small Molecule Inhibitors of Shiga Toxin; Vero cells, Shiga toxin protein synthesis inhibition reporter; AID 2315, 2010; inhibition, % at 38.7 µM; 290,000 tested, 9.2% active; in the data active = inhibition mostly above about 28%, no sharp cut-off; inactive = mostly below about 43%; note: 0% is about no effect
LmPK inhibitor – qHTS Assay for Inhibitors of Leishmania Mexicana Pyruvate Kinase (LmPK); purified LmPK, Kinase-Glo ATP luminescence, 1 h; Potency, µM (doses to about 57.5 µM), inactives show at the highest dose activity change, negative = inhibition, hits mostly inhibitors; AID 1721, 2009; Q27686; 290,000 tested, 0.37% active; note: potency is the fitted concentration of half-maximal effect; % is set by controls: 0 for no effect and ±100 for the full control effect
Target sequence (Q27686 whole entry, looked up): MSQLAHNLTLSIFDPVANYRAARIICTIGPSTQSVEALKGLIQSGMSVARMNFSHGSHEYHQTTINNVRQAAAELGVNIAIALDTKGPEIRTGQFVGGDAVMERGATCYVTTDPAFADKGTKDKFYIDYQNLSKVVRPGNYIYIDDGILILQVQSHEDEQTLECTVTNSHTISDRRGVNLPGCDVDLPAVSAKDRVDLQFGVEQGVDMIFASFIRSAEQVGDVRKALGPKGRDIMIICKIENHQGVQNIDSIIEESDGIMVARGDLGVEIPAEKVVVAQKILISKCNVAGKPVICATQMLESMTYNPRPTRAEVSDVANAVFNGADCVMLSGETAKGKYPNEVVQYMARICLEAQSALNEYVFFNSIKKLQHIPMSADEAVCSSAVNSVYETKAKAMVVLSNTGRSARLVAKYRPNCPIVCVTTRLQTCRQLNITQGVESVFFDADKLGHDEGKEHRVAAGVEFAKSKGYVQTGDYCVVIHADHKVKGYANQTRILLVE
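ATP generated from ADP (0.1 mM) and PEP (0.5 mM) by 0.1 nM LmPK over 1 h at room temperature (pH 7.2 imidazole buffer) was detected by coupled luciferase luminescence. Values were normalized to uninhibited and no-enzyme wells.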
CHX counter – Cycloheximide Counterscreen for Small Molecule Inhibitors of Shiga Toxin; 300,000 tested, 12% active; max response, %; cell reporter, cycloheximide protein synthesis inhibition counterscreen; in the data active = max response mostly above about 13%, no sharp cut-off; inactive = mostly below about 14%; note: read at 38.3 µM for the half of the compounds with a filed dose; 0% is about no effect
Pf growth 48h – Primary qHTS for delayed death inhibitors of the malarial parasite plastid, 48 hour incubation; P. falciparum luciferase growth in erythrocytes, 48 h; 310,000 tested, 5.9% active; Potency, µM (series often up to 28.7 µM), inactives show top-dose activity change, negative = inhibition, most hits filed as inhibitors; note: potency is the fitted concentration of half-maximal effect; % is set by controls: 0 for no effect and ±100 for the full control effect
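Luciferase-expressing parasites in RBCs, 2% Hct / 0.1% parasitemia final; RPMI 1640 + 0.5% Albumax; 37 C, 5% CO2, one generation; luminescence read-out, lower signal = inhibition.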
Numbers without * were called inactive; i = inactive; u = inconclusive; x = no result given; + = active, no number; & = joins results of further samples; [ ] = remark or other dose. Unless noted, calls come from the whole dose curve; as a rule, active = well fitted curve in the direction sought with a large enough effect; inconclusive = small, poorly fitted or top-dose-only effect, or another doubt; inactive = no such curve, though single readings can be large; an effect the other way counts as inactive or inconclusive.

SMILES	TbPYK inhibitor	Pf growth 96h	AMA1-RON2 inh	Shiga toxin inh	LmPK inhibitor	CHX counter	Pf growth 48h
CC1CCC2(CC1)SCC(=O)N2c1ccc(F)cc1 (centres undefined)	-26%	11%	-13%	9	0%	6	29%
COc1cccc(NS(=O)(=O)c2ccc3c(c2)N(C(C)=O)CCO3)c1	5%	4%	9%	4	5%	-3	-4%
COc1cc2[nH]c(=S)n(Cc3ccc(C)o3)c(=O)c2cc1OC	-16%	-22%	65%[activator]	-29	4%	-3	10%
CCCCCc1ccc(-c2ccc(/C=C/C(=O)O)cc2)nc1	-1%	25%	13%	55*	2%	44*	72%[activator]
NS(=O)(=O)c1cccc(NC(=O)COC(=O)c2ccccc2C(=O)c2ccccc2)c1	2%	-19%	16%	x	x	x	-1%
Cc1c(Cl)cccc1NC(=S)Nn1cnnc1	-26%	0%	44%[activator]	9	-10%	-3	-7%
CC1=C(C(=O)OCCC#N)C(c2cc3c(cc2Br)OCO3)NC(=O)N1 (centres undefined)	-3%	87%[activator]	10%	14	1%	0	u
CC(=O)N1CCSc2ccc(S(=O)(=O)Nc3ccc(C)cc3)cc21	3%	-30%	u	13	-9%	-9	-10%
O=C1NC(=S)N/C1=C/c1ccc2c(c1)OCO2	-2%	0%	11%	-11	3%	-3	10%
Cc1sc2ncn(/N=C/c3ccco3)c(=O)c2c1C	0%	3%	-2%	54*	-3%	39*	58%[activator]
Cc1ccc(NC(=O)C2C3/C=C\CCCCC32)cc1 (centres undefined)	1%	u	-12%	18	3%	12*	90%[activator]
CCOc1ccc(N2CC(C(=O)NC3CCCCCC3)CC2=O)cc1 (centres undefined)	-2%	u	-1%	-14	-8%	-7	9%
CCn1cc(C(=O)O)c(=O)c2cc(S(=O)(=O)N3CCCCCC3)ccc21	0%	u	0%	-5	-3%	6	19%
Cc1ccccc1OCCCCCn1ccnc1	1%	13%	-12%	-14	-2%	-6	u
O=C(O)c1cccc(S(=O)(=O)N2CCCC(c3nc4c(nnn4Cc4ccc(F)cc4)c(=O)[nH]3)C2)c1 (centres undefined)	0%	7%	-9%	-3	-2%	-1	-17%
O=C1CCC/C1=C/Nc1ccc2c(c1)OCO2	x	-18%	6%	95*	-1%	42*	u
O=C(Oc1ccc(=O)n(-c2ccccc2)n1)c1ccccc1	0%	38%[activator]	27%	-12	-3%	-1	7%
O=C(CCc1nc(-c2ccccc2Cl)no1)NCCc1ccccc1	1%	2%	5%	-4	1%	10	27%
CC1=CC(C)(C)N(C(=O)CSc2nnc(N)s2)c2ccccc21	10%	-1%	0%	3	3%	-2	-4%
CSCCCNC(=S)N(C)CC(=O)Nc1ccc(C)cc1	-21%	30%[5.75 µM]	4%	-2	0%	4	5%
COc1ccc(S(=O)(=O)N2CCCC(C(=O)Nc3ccc4c(c3)OCCO4)C2)cc1 (centres undefined)	-5%	17%	u	28	4%	21	u
COC(=O)c1sccc1-c1ccc(C(=O)Nc2cccnc2)o1	4%	i	-5%	127*	-4%	39*	101%[activator]
COc1ccc(N(CC(=O)NC2CCCC2)C(=O)CCC(=O)Nc2cc(C)on2)cc1	0%	-17%	-2%	16	1%	1	-21%
Cc1nn(CCOc2ccccc2)c(=O)n1-c1ccc(Cl)cc1	4%	215%[activator]	2%	76*	9%	30*	122%[activator]
O=C1Nc2ccccc2C1(c1ccccc1)c1ccccc1	-2%	u	1%	-5	1%	-3	u
O=C(NS(=O)(=O)N1CCCC1)C1=C(N2CCCC2)COC1=O	2%	13%	4%	x	x	x	10%
COc1ccc(CN2CCN(Cc3ccc(Br)cc3)CC2)c(OC)c1OC	-7%	39%[activator]	u	-3	2%	7	0%
COc1ccccc1CN1CCCC(CN(CCN(C)C)C(=O)C2CCCC2)C1 (centres undefined)	-2%	u	-2%	6	-1%	-2	u
Cc1coc2cc3oc(=O)c(CCC(=O)O)c(C)c3cc12	2%	-4%	-18%	2	-16%	-3	-4%
COc1ccc(OC)c(NC(=O)c2cccc(N3C(=O)C4C5CCC(C5)C4C3=O)c2)c1 (centres undefined)	1%	-4%	-19%	0	2%	0	2%
Cc1ccc(NC(=O)COC(=O)CCC(=O)c2cccs2)c(Br)c1	1%	23%	0%	x	x	x	3%
O=C(COCCOCC(=O)N(c1ccccn1)C1CCCCC1)N(c1ccccn1)C1CCCCC1	5%	3%	4%	-2	-3%	-3	-24%
O=C(Nc1nnc(CCS(=O)(=O)c2ccc(Br)cc2)s1)c1ccc([N+](=O)[O-])cc1	0%	-17%	-6%	-5	0%	-2	37%[activator]
COc1cc(NC(=O)Cn2cnc3sc(C)c(S(=O)(=O)N4CCOCC4)c3c2=O)cc(OC)c1OC	6%	33%[activator]	-13%	-12	10%	9	0%
CCOc1ccccc1CN1CCN(Cc2ccon2)CC1CCO (centres undefined)	-1%	24%	-8%	-7	0%	-3	-10%
Cc1cc(C)c(NC(=O)C2C3/C=C\CCCCC32)c(C)c1 (centres undefined)	1%	126%[activator]	38%[activator]	-13	-1%	1	38%[activator]

Four of the compounds above, as labelled records.
SMILES: COc1ccccc1CN1CCCC(CN(CCN(C)C)C(=O)C2CCCC2)C1 (centres undefined)
  TbPYK inhibitor: -2%	Pf growth 96h: u	AMA1-RON2 inh: -2%	Shiga toxin inh: 6	LmPK inhibitor: -1%	CHX counter: -2	Pf growth 48h: u
SMILES: COc1ccc(OC)c(NC(=O)c2cccc(N3C(=O)C4C5CCC(C5)C4C3=O)c2)c1 (centres undefined)
  TbPYK inhibitor: 1%	Pf growth 96h: -4%	AMA1-RON2 inh: -19%	Shiga toxin inh: 0	LmPK inhibitor: 2%	CHX counter: 0	Pf growth 48h: 2%
SMILES: O=C1Nc2ccccc2C1(c1ccccc1)c1ccccc1
  TbPYK inhibitor: -2%	Pf growth 96h: u	AMA1-RON2 inh: 1%	Shiga toxin inh: -5	LmPK inhibitor: 1%	CHX counter: -3	Pf growth 48h: u
SMILES: Cc1coc2cc3oc(=O)c(CCC(=O)O)c(C)c3cc12
  TbPYK inhibitor: 2%	Pf growth 96h: -4%	AMA1-RON2 inh: -18%	Shiga toxin inh: 2	LmPK inhibitor: -16%	CHX counter: -3	Pf growth 48h: -4%

Next part:
SMILES	TbPYK inhibitor	Pf growth 96h	AMA1-RON2 inh	Shiga toxin inh	LmPK inhibitor	CHX counter	Pf growth 48h
Cc1ccc(C(=O)C2CCOC(C)(C)C2)cc1 (centres undefined)	8%	u	-4%	-5	1%	3	-3%
O=C(NC1CCCC1)C1CC(c2ccc(F)cc2)=NO1 (centres undefined)	1%	u	21%	69*	-5%	42*	9%
O=C1C(C=Nc2ccccc2O)=C(O)c2ccccc21	-11%	u	53%[activator]	51*	u	32*	99%[activator]
COc1ccc(C(CC(=O)N2CCCC2)c2c(OC)cc(OC)c3c(-c4ccccc4)cc(=O)oc23)cc1 (centres undefined)	-2%	u	-17%	-4&2	1%	7&-1	9.3µM*
Cc1ccc(SCC(=O)N2CCN(c3ccccn3)CC2)cc1	-1%	113%[activator]	8%	52*	0%	18*	9%
O=C(NC12CC3CC(CC(C3)C1)C2)c1ccc(N2CCNCC2)c([N+](=O)[O-])c1	2%	u	-2%	-10	-3%	-3	5.2µM*
Cc1cc(C)c(NC(=O)c2cccs2)c(C)c1NC(=O)c1cccs1	3%	36%[activator]	2%	-14	5%	5	-4%
CCN(CCO)C(=S)Nc1cc(S(=O)(=O)N(C)C)ccc1C	-13%	42%[activator]	-4%	-20	1%	-1	22%
Cc1ccc(-c2ccc(/C=N\n3cnnc3)o2)c(Br)c1	7%	-11%	-12%	46	-3%	-1	1%
O=C(NCn1ccc(=O)[nH]c1=S)c1ccccc1	-13%	105%[activator]	13%	-6	0%	2	0%
Cc1nc(-c2ccccc2)nc2[nH]c(=O)n(-c3ccccc3)c(=O)c12	4%	x	-4%	54*	1%	31*	39%[activator]
O=C(Cc1ccccc1)Nc1ccc(N2CCCCC2)cc1	-7%	394%[activator]	4%	83*	-8%	31*	243%[activator]
O=C(c1cc([N+](=O)[O-])ccc1Cl)N1c2ccccc2Sc2ccccc21	3%	2.1µM*	-10%	-11	1%	11	7.4µM*
O=C(COC(=O)Cn1nnc2ccccc21)Nc1ccccc1Br	-2%	0%	-4%	-3	2%	-2	15%
Cc1cc(NC(=O)CCCN2C(=O)/C(=C/c3cccs3)SC2=S)no1	-4%	0%	16%	-9	5%	-1	1%
O=C(CSc1ccc(F)cc1)N1CCOCC1	1%	26%	-4%	-3	0%	-3	14%[0.00184 µM]
Cn1cccc1/C=C1\Cc2ccccc2C1=O	-14%	-3%	-4%	+	-11%	42*	475%[activator]
CCn1cc(C(=O)N2CCc3ccccc32)c(=O)c2cc(S(=O)(=O)N(C)C3CCCCC3)ccc21	6%	u	1%	-10	-1%	-5	12µM*
CSCCC(NC(=O)c1ccco1)C(=O)OC(C)C(=O)NC(=O)NC1CCCCC1 (centres undefined)	8%	-18%	-12%	-2	2%	-2	9%
Cc1nc2c(sc(=S)n2Cc2ccco2)c(=O)n1CC(=O)Nc1ccccc1Cl	-7%	u	3%	15	-4%	1	10%
O=C(c1c(F)cccc1F)N1CCN(CCOc2ccccc2)CC1	5%	1%	2%	9	-2%	1	x
CC(C)CC1CC(=O)OC1(C)C(=O)CSc1nc2ccccc2s1 (centres undefined)	u	70%[activator]	18%	52	6%	11	32%[activator]
CC1CC(C)CN(CCCNC(=O)C2CCC(=O)N2C2CCCC2)C1 (centres undefined)	1%	10µM*	18%	16	-2%	-5	51%[activator]
Cc1ccccc1C(=O)Nc1cccc(NC(=O)c2ncn[nH]2)c1	3%	-29%	10%	1	4%	0	8%
Oc1ccc(OCc2ccccc2)cc1	2%[33.2 µM]	u	x	x	x	x	-27%[12.8 µM]
Cc1c(NC(=O)C(C)OC(=O)CNC(=O)c2ccc(C(C)(C)C)cc2)c(=O)n(-c2ccccc2)n1C (centres undefined)	-2%	4%	1%	-2	4%	10	16%
Cc1ccccc1NS(=O)(=O)c1ccc(C(=O)NCCCN2CCOCC2)cc1	7%	-4%	-26%	x	x	x	-2%
C=CCc1c(C)nc(SCC(=C)C)[nH]c1=O	1%	-12%	-3%	-13	0%	-6	x
Cc1nn(-c2ccc(Cl)cc2)c(Cl)c1/C=C(\C#N)C(N)=O	-2%	-5%	1%	-5	2%	-2	13%
O=C(O)/C=C/c1ccc(S(=O)(=O)Nc2ccc3[nH]c(=O)[nH]c3c2)cc1	-6%	33%[activator]	-24%	-4	0%	-5	9%
COC(=O)c1cc2sccc2n1Cc1nc(-c2ccc(Cl)cc2)oc1C	-6%&-1%	10µM*	5%	24	5%	4	12%
NC(=O)[C@@H]1CCCNc2c(I)cc([N+](=O)[O-])cc2C(=O)N[C@@H](CCC(=O)O)C(=O)N[C@@H](CO)C(=O)N1	-8%	13%	7%	-24	1%	-4	9%
O=C(NCc1cc(C(F)(F)F)ccc1F)C1CCC(=O)N(C2CC2)C1 (centres undefined)	0%	-12%	13%	-4	6%	4	11%
